IDH1 R132H inh – human IDH1 R132H inhibition. O75874. IDH1-R132H enzyme, NADPH consumption, diaphorase/resazurin fluorescence. Potency, µM (top dose mostly 76.6 µM), without a hit: at the top dose activity change, negative = inhibition, most hits filed as inhibitors. 390,000 tested, 0.093% active. AID 602179; further: potency means the concentration at half of the fitted maximal effect; on the % scale 0 is the no-effect control and ±100 the full control effect; nearly all actives have a fitted effect of over 65% in size
Target sequence (O75874 whole entry R132H, stated change not applied): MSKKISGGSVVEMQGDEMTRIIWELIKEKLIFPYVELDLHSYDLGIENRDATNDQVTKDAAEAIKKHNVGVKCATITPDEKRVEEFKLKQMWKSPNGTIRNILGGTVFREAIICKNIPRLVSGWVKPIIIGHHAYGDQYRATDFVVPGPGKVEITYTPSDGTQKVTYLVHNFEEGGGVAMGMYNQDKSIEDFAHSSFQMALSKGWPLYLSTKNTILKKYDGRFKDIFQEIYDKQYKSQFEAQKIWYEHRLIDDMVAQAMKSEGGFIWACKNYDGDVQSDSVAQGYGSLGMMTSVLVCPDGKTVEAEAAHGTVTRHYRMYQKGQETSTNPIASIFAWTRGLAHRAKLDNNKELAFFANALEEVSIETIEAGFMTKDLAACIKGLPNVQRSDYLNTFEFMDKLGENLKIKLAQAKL
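IDH1-R132H (0.5 ug/mL dispensed) in pH 7.5 Tris buffer was preincubated 30 min with compound, then given a substrate mix of 0.016 mM NADPH and 2 mM alpha-KG for 80 min at room temperature; remaining NADPH was read by diaphorase/resazurin fluorescence.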
Vif-A3F inh – blocks the Vif interaction with APOBEC3F. HeLa A3F-eYFP + Vif (tagged APOBEC3F with the HIV-1 protein that degrades it), YFP fluorescence increase. Potency, µM (series often up to 46.1 µM), for inactives: top-dose activity, negative = active. 390,000 tested, 0.2% active. AID 602313; further: potency means the concentration at half of the fitted maximal effect; % of control where 0% means no effect; nearly all actives have a fitted effect of over 65% in size
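Fluorescence increase (Ex 488/Em 500-530) after overnight compound treatment at 37 deg C flags inhibition of Vif-driven A3F-eYFP loss in stable HeLa A3F-eYFP/Vif cells seeded overnight beforehand.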
GRP78 ERSR act – induces the endoplasmic reticulum stress response in human glioma cells; 420,000 tested, 0.02% active; U87-MG GRP78 promoter luciferase reporter, 16 h; Potency, µM, for the others: at the top dose activation, usual class: activators; further: potency means the concentration at half of the fitted maximal effect; series mostly up to about 76 µM; % of control where 0% means no effect; nearly all actives have a fitted effect of over 35% in size
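Stably transfected U87-MG human glioma cells carrying a GRP78-based luminescent sensor were seeded at 1000 cells/well, pin-dosed with compounds and incubated 16 h. Luciferase reagent was then added, and end-point luminescence was read after 10 min at room temperature.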
rTrxR1 inhibitor – blocks rat thioredoxin reductase 1 | Potency, µM (highest dose often 114 µM), inactives show at the top dose activity change, negative = inhibition, usual class: inhibitors | 390,000 tested, 1% active | AID 588453 | O89049 | recombinant rTrxR1, NADPH fluorescence consumption, selenite substrate; further: potency means the concentration at half of the fitted maximal effect; on the % scale 0 is the no-effect control and ±100 the full control effect; nearly all actives have a fitted effect of over 65% in size
Target sequence (O89049 whole entry, looked up): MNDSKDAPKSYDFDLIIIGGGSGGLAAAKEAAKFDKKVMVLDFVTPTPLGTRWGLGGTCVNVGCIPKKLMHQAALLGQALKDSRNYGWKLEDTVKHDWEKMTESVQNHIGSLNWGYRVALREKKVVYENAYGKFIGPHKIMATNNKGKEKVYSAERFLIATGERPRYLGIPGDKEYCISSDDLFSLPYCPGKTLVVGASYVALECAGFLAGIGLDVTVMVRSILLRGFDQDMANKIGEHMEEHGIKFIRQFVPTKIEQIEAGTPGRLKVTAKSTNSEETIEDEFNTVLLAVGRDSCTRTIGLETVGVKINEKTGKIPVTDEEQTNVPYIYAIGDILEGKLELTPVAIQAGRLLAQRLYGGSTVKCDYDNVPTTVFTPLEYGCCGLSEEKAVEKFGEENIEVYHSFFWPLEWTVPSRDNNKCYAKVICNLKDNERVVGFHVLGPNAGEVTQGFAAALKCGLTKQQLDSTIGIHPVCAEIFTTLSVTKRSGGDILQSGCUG
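Rat TrxR1 (90 nM in the dispensed reagent) was pre-reduced with 400 uM NADPH for 5 min at room temperature, then incubated with compound for 15 min. After 400 uM selenite was added, NADPH fluorescence (Ex 340/Em 450 nm) was followed for 8 min.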
USP1 inh – blocks the human USP1/UAF1 deubiquitinase complex | AID 743255 | 390,000 tested, 0.23% active | Potency, µM (series often up to 57.1 µM), inactives show at the top dose activity change, negative = inhibition, actives largely listed as inhibitors | recombinant USP1/UAF1, Ub-Rhodamine cleavage fluorescence; further: potency means the concentration at half of the fitted maximal effect; on the % scale 0 is the no-effect control and ±100 the full control effect; nearly all actives have a fitted effect of over 60% in size; inactives centre near -12
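Step one: compound is pinned into 1nM USP1/UAF1 in HEPES pH 7.8 buffer with TCEP. Step two: 15 min room-temperature incubation. Step three: Ub-Rho (150nM final) starts cleavage, tracked by fluorescence over six one-minute reads.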
LDHA block – LDHA (human) enzyme inhibition; AID 1347041; activity change, % (values are at about 110 or 230 µM); P00338; purified LDHA, NADH/diaphorase-resazurin fluorescence; active compounds read low; 480,000 tested, 0.15% active; in the data active means activity change below about -30%; inconclusive means mostly about -25% to -30%;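 further: plate controls were DMSO wells for no effect and wells without enzyme for full effect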
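Resorufin fluorescence (ex540/em590), read at 0 and 20 min after diaphorase/resazurin addition, reports the NADH left after a 5 min room-temperature reaction of 2 nM human LDH5 with 0.06 mM NADH and 0.2 mM pyruvate.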
Vif-A3G inh – Vif-A3G binding inhibition; Q9HC16; HeLa A3G-eYFP + Vif (tagged APOBEC3G with the HIV-1 protein that degrades it), YFP fluorescence, overnight; 410,000 tested, 0.076% active; Potency, µM (top dose mostly 46.1 µM), for the others: at the highest dose activity, negative = active, hits mostly inhibitors;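 further: potency means the concentration at half of the fitted maximal effect; on the % scale 0 is the no-effect control and ±100 the full control effect; nearly all actives have a fitted effect of over 60% in size; hits raise eYFP signal because A3G escapes Vif-driven loss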
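HeLa cells stably expressing Vif and C-terminally eYFP-tagged A3G, seeded overnight at 37 deg C, then exposed to compound by pintool overnight at 37 deg C. Rise in yellow fluorescence (Ex 488/Em 500-530, Acumen) marks blocked Vif-driven A3G degradation.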
TrxR1 substrate – is turned over as a substrate by rat TrxR1 | AID 588456 | O89049 | purified TrxR1 substrate turnover, NADPH consumption readout | Potency, µM (series often up to 114 µM), for the others: at the top dose activity change, negative = substrate turnover | 390,000 tested, 0.01% active; further: potency means the concentration at half of the fitted maximal effect; on the % scale 0 is the no-effect control and ±100 the full control effect; nearly all actives have a fitted effect of over 50% in size
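Rat TrxR1, dispensed at 90 nM, was prereduced with 400 uM NADPH (final) for 5 min at ~22 deg C, then incubated with compound 15 min before 400 uM selenite. A first-read NADPH fluorescence drop versus no-compound background flagged substrates.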
RGS4 inh – blocks human RGS4-accelerated GTP hydrolysis | Transcreener GDP fluorescence polarization, RGS4-accelerated GTP hydrolysis | Potency, µM (highest dose often 114 µM), for inactives: top-dose activity change, negative = inhibition, usual class: inhibitors | 390,000 tested, 0.039% active; further: potency means the concentration at half of the fitted maximal effect; on the % scale 0 is the no-effect control and ±100 the full control effect; nearly all actives have a fitted effect of over 75% in size; some results filed as inactive show a strong effect at the top dose
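MLSMR compounds (23 nl, pin-transferred) preincubated 10 min at room temperature with a 500nM (2x) first reagent, then RGS4 at 900nM (2x) plus Transcreener GDP mix added; fluorescence polarization (620/688 nm) read before and after 90 min at 30 °C.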
* hit, by the source's call; ? = inconclusive; . = no result given; & = joins results of further samples; [ ] = dose if it differs, or a comment. Unless noted, the call rests on the fitted dose curve; in most records, active means well fitted curve in the direction sought with a large enough effect; inconclusive means small, poorly fitted or top-dose-only effect, or another doubt; inactive means no such curve, though single readings can be large; an effect the other way counts as inactive or inconclusive.

SMILES	IDH1 R132H inh	Vif-A3F inh	GRP78 ERSR act	rTrxR1 inhibitor	USP1 inh	LDHA block	Vif-A3G inh	TrxR1 substrate	RGS4 inh
CCNC(=S)N1CCC(C(=O)c2ccc3c(c2)OCCO3)CC1	-5%	-1%	-1%	28%	-24%	-2	1%	3%	-8%
N#CC1(NC(=O)Cn2cc(C(F)(F)F)ccc2=O)CCCC1	2%	3%	-3%	-3%	-4%	-7	0%	-4%	12%
COc1cc(NC(=O)N[C@H](C(=O)O)C(C)C)cc(OC)c1	6%	1%	-1%	-3%	-2%	14	6%	-4%	-23%
Cc1ccnc(NC(=O)c2c(-c3ccccc3Cl)noc2C)c1	0%	9%	0%	12%	-21%	-6	-1%	5%	-8%
COc1ccccc1C1CCN(Cc2cccc([N+](=O)[O-])c2)CC1	2%	4%	0%	15%	-15%	0	0%	1%	22%
CCOC(=O)c1sc(NC(=O)COC(=O)C(CCSC)NC(C)=O)nc1C (stereo not drawn)	0%	0%	-3%	12%[57.1 µM]	-7%	-6	-8%	6%	-14%
O=C(CCN1CCN(C/C=C/c2ccccc2)CC1)Nc1ccc(Cl)cc1	3%	-28%	-4%	8%	-11%	-3	0%	-2%	-29%
O=S(=O)(NCCOc1ccccc1F)c1ccc(Cl)cc1F	-6%	-6%	-2%	18%	-10%	-10	-3%	-2%	42%
COc1cccc(CNC(=O)CCNS(=O)(=O)c2ccc3[nH]c(=O)oc3c2)c1	0%	-11%	-2%	16%	-16%	-1	0%	6%	-6%
CC(OC(=O)c1cccn1C)C(=O)Nc1ccc2c(c1)OCO2 (stereo not drawn)	-1%	-7%	-2%	4%[57.1 µM]	-6%	4	0%	-6%[57.1 µM]	16%
Cc1cccc(NC(=O)NCC(c2ccc(F)cc2)N2CCN(C)CC2)c1 (stereo not drawn)	-1%	-5%	0%	14%	-20%	0	-1%	2%	13%
COc1ccc(CCN(C)C(=O)CCNC(=O)c2ccc(Br)cc2)cc1OC	7%	-2%	-1%	3%	-16%	-6	-1%	1%	-8%
O=C(NNC(=S)Nc1ccc(OC(F)F)cc1)c1cc2c(s1)CCCC2	4%	-6%	0%	-18%	0%	-6	0%	-8%	-13%
COc1ccc(CC(=O)N2CCc3cc(OC)c(OC)cc3C2O)cc1OC (stereo not drawn)	-4%	-6%	-3%	-3%[57.1 µM]	-6%	-5	1%	7%	-24%
CN(C)S(=O)(=O)N1CCC(CO)(CCc2ccccc2)CC1	-7%	4%	-4%	12%	-24%	-1	-9%	-3%[57.1 µM]	-7%
COc1ccc(OC)c(C2C(C(=O)c3ccc(C)o3)=C(O)C(=O)N2CCN2CCOCC2)c1 (stereo not drawn)	-5%	1%	-3%	?	-22%	1	-3%	-2%	-30%
CC(Sc1nnc2n1CCCCC2)C(=O)Nc1ccccc1[N+](=O)[O-] (stereo not drawn)	12%	7%	-5%	-20%	-10%	2	6%	-4%	-3%
Cc1cccc(NS(=O)(=O)c2ccc(-c3cnc(C4CC4)o3)cc2)c1C	-13%	3%	-9%	-3%	-4%	-1	-24%	-12%	5%
CC(=O)N1CCOc2ccc(S(=O)(=O)N3CCN(c4cc(C)ccc4C)CC3)cc21	-3%	4%	-1%	12%	-23%	-2	0%	-12%	38%[56.9 µM]
CC1(C2CC2)NC(=O)N(CC(=O)N2CCN(S(=O)(=O)c3ccc(F)c(F)c3)CC2)C1=O (stereo not drawn)	-1%	0%	-1%	-6%	-19%	-1	0%	-8%	-42%
CC(C(=O)NC1CC1)c1ncc(C(F)(F)F)cc1Cl (stereo not drawn)	2%	10%	-2%	18%[57.1 µM]	-19%	-6	1%	8%[57.1 µM]	17%
CC(=O)C[C@H]1c2cc(C(F)(F)F)ccc2S(=O)(=O)N1C1CCCCC1	-5%	-5%	-3%&0%	-11%[57.1 µM]	-25%	1	0%&1%	-1%[57.1 µM]	-10%
CCn1c(SCC(N)=O)nnc1-c1ccco1	-4%	3%	-1%	-7%[57.1 µM]	-6%	-1	-1%	13%[57.1 µM]	46%
O=C(NC(=S)Nc1ccc(Cl)cc1)c1ccccc1	-13%	1%	-1%	-2%	-23%	-9	1%	4%	-3%[56.9 µM]
O=C(Cc1ccccc1Cl)N1CCN(c2ccccn2)CC1	3%	-7%	-8%	7%[57.1 µM]	-3%	-5	0%	7%[57.1 µM]	-5%

The final two compounds of the part above come first, to join the parts.
SMILES	IDH1 R132H inh	Vif-A3F inh	GRP78 ERSR act	rTrxR1 inhibitor	USP1 inh	LDHA block	Vif-A3G inh	TrxR1 substrate	RGS4 inh
O=C(NC(=S)Nc1ccc(Cl)cc1)c1ccccc1	-13%	1%	-1%	-2%	-23%	-9	1%	4%	-3%[56.9 µM]
O=C(Cc1ccccc1Cl)N1CCN(c2ccccn2)CC1	3%	-7%	-8%	7%[57.1 µM]	-3%	-5	0%	7%[57.1 µM]	-5%
CN(CC(=O)NC1CCCCCCC1)S(=O)(=O)c1cccc2cccnc12	-4%	-2%	-3%	-13%	3%	-15	2%	-5%	-10%
O=C(Nc1ccc(F)cc1)c1ncn(-c2ccccc2)n1	44%[activator]	-1%	-5%	-7%	-7%	-6	-1%	15%	4%
Cc1ccccc1CC(=O)NCCN1CCOCC1	-8%	4%	-2%	9%	-6%	-13	0%	1%	-8%
Cc1cc(NC(=O)COc2ccc3ccccc3c2Br)no1	-2%	-9%	-5%	19%	-11%	2	-2%	7%	-3%
O=C(Cn1ncc2c(=O)oc3ccccc3c21)NCCN1CCN(c2ccccc2F)CC1	0%	-3%	-1%	1%[57.1 µM]	-3%	0	2%	-2%[57.1 µM]	-7%
CCOC(=O)N1CCC(Nc2cccc(SC)c2)CC1	5%	1%	3%	12%	-25%	17	0%	-3%	0%
COc1ccc(/C(=C/Nc2cccc(Br)c2)C(C)=O)cc1OC	0%	0%	-3%	12%[57.1 µM]	-8%	-3	2%	2%[57.1 µM]	?
COc1ccc(CNC(=O)Cn2c(=O)c3cccn3c3cccnc32)cc1	14%	4%	-1%	0%	5%	1	-5%	5%	?
COc1ccc(N2C(=NC(=O)C3CCCO3)SC3CS(=O)(=O)CC32)cc1 (stereo not drawn)	1%	16%	0%	3%	-13%	-1	-1%	8%	8%
Cc1cc(Nc2ccc(Br)cc2F)n2ncnc2n1	-2%	0%	-1%	9%[57.1 µM]	-10%	-6	0%	11%[57.1 µM]	11%
O=C1c2cc(Cl)ccc2OC2(CCNCC2)C12CC(c1ccc(Cl)cc1)=NO2 (stereo not drawn)	-9%	3%	1%	-18%	-12%	-19	0%	-4%	-10%
CC(=O)N(CCCN1CCOCC1)Cc1ccncc1	-1%	3%	-2%	-16%	-5%	1	-2%	-5%	-9%[11.4 µM]
CCc1ccccc1N(C)C(=O)c1ccc2c(=O)n3c(nc2c1)CCCCC3	.	.	.	-9%	38%[activator]	-8	.	-5%	-2%
COc1cccc(C(=O)NNC(=O)C(=O)Nc2ccc(OC)cc2OC)c1	-4%	6%	-6%	27%	-16%	-1	1%	0%	0%
Cc1ccc(S(=O)(=O)Nc2ccc(NC(=O)CN3CCCCC3)c(Cl)c2)cc1	-2%	-6%	-2%	3%	?	0	0%	-4%	-6%
O=C(N/N=C/c1cccc(Oc2ccccc2)c1)c1cccc(O)c1	0%	-3%	?	45%[activator]	-22%	-13	-29%	4%	-7%
COc1ccc(C2CC(=O)N3CN(c4ccc(C)c(Cl)c4)CSC3=C2C#N)cc1 (stereo not drawn)	13%	0%	-1%	?	-21%	1	2%	4%[57.1 µM]	?
Cc1cccc(N2CCN(Cc3cc(=O)n4ccsc4n3)CC2)c1C	2%	-4%	3%	15%[57.1 µM]	-12%	-1	-5%	8%[57.1 µM]	-20%
Cc1ccc(S(=O)(=O)Oc2ccc(/C=N/N=C3/NC(=O)C(CC(=O)O)S3)cc2)cc1[N+](=O)[O-] (stereo not drawn)	-2%	-6%	-5%	-26%	-9%	-3	0%	-18%	-29%
O=P(Nc1ccccc1)(Nc1ccccc1)c1ccccc1	1%	-25%	-4%	0%	-4%	-9	0%	-4%	6%
COc1ccc(CNC(=O)C(=O)NCC2OCCCN2S(=O)(=O)c2cccs2)cc1 (stereo not drawn)	-1%	3%	-5%	4%	0%	-6	-5%	-2%	33%
COc1ccc(C=O)cc1Cn1ccnc1	11%	-2%	-5%	26%	-10%	-5	1%	9%	10%
Cc1ccc(NC(NC(=O)c2cccs2)C(Cl)(Cl)Cl)cc1 (stereo not drawn)	0%	7%	-6%	-4%	-13%	-2	2%	-2%	-12%
Cn1c(N)c(-c2ccccc2)c2ccc([N+](=O)[O-])cc2c1=O	-1%	?	-6%	1%	?	2	8.9µM*	-3%	-12%
CSc1nnc(NC(=O)c2cccc(S(=O)(=O)N3CCOCC3)c2)s1	10%	4%	0%	-16%	-2%	0	2%	-13%	-14%
COc1ccc(-c2ccc(NS(=O)(=O)c3ccc(NC(C)=O)cc3)cc2)nn1	-5%	-3%	0%	-1%[57.1 µM]	-6%	-2	1%	-5%[57.1 µM]	-13%

Assay outcomes (PubChem)

Not all compounds are listed. The share of hits here may be higher or lower than overall.
